ALOX12 inhib: qHTS Assay for Inhibitors of 12-hLO (12-human lipoxygenase); Polyunsaturated fatty acid lipoxygenase ALOX12 (Homo sapiens), P18054; purified 12-hLO, xylenol orange hydroperoxide absorbance; Potency, µM (doses to about 57.1 µM), inactives show at the top dose activity change, negative = inhibition, actives largely listed as inhibitors; 0.12% of 150,000 active; further: potency means the concentration at half of the fitted maximal effect; nearly all actives have a fitted effect of over 55% in size; many of its hits are not listed in these tables
Target sequence (P18054 whole entry, looked up): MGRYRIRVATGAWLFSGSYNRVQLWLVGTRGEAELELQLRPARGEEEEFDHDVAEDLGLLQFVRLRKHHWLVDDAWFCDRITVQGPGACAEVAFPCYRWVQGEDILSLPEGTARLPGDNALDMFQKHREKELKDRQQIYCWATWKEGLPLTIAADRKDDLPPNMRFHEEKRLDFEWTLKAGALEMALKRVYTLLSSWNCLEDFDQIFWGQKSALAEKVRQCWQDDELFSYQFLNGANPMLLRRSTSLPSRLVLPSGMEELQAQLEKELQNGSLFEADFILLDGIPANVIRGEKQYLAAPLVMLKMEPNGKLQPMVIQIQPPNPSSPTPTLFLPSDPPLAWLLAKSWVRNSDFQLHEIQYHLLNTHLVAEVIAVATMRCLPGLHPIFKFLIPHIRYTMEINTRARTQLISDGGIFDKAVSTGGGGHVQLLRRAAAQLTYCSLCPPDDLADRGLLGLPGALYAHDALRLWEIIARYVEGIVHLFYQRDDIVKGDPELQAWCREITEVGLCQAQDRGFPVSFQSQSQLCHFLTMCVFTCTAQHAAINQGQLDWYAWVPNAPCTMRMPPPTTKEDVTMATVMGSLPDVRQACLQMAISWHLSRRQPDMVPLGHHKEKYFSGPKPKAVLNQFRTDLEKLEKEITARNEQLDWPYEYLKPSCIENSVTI
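Hydroperoxide formation by human 12-lipoxygenase from 40 uM arachidonic acid was followed colorimetrically via ferric-xylenol orange complex, using the 573/405 nm absorbance ratio. Enzyme concentration was 150 nM, with 30 min reaction at room temperature.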
ALOX15B inhib: qHTS Assay for Inhibitors of 15-hLO-2 (15-human lipoxygenase 2) | Polyunsaturated fatty acid lipoxygenase ALOX15B (Homo sapiens), O15296 | AID 881, 2007 | Potency, µM (top dose mostly 57.1 µM), without a hit: top-dose activity change, negative = inhibition, hits mostly inhibitors | purified 15hLO-2, xylenol orange hydroperoxide absorbance | 0.56% of 110,000 active; further: potency means the concentration at half of the fitted maximal effect; nearly all actives have a fitted effect of over 60% in size; many of its hits are not listed in these tables
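Purified human 15hLO-2 (50 nM final) preincubated with compounds 15 min at room temperature in 25 mM Hepes pH 7.5, 0.01% Triton X-100, then 45 uM arachidonic acid added for 90 min; hydroperoxide detected via ferrous/xylenol orange, 573/405 nm absorbance ratio.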
IMPase cell inh: qHTS Assay for Identifying the Cell-Membrane Permeable IMPase Inhibitors; 120,000 tested, under 10 active; inhibition (IP1 accumulation), % at 46.1 µM; CHO-M1 cells, IP1 accumulation, HTRF TR-FRET ratio; AID 901, 2007; Inositol monophosphatase 1 (Rattus norvegicus), P97697; active means well fitted curve in the direction sought with a large enough effect in the signal ratio, not every such curve was filed as active; inconclusive means small, poorly fitted or top-dose-only effect, or a change in a side signal; inactive means no such curve, though single readings can be large or run the other way; the % refers to the signal ratio;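 further: cells stimulated with carbachol in lithium chloride buffer; plate controls were DMSO basal wells for no effect and reference inhibitor wells for full effect; higher means more IMPase inhibition seen as more IP1 and lower FRET ratio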
Target sequence (P97697 whole entry, looked up): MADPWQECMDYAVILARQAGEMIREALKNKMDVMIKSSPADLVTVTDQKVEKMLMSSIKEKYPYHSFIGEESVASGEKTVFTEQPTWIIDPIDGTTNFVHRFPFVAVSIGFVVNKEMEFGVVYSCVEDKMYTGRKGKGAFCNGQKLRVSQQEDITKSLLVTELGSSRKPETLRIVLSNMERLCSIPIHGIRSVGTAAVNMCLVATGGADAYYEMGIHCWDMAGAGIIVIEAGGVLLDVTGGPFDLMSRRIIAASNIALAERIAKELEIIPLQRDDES
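Measured: the HTRF emission ratio (665/620 nm) plus the 620 nm donor channel, each fitted to the Hill equation to give AC50. Cells were CHO-M1 given compounds up to 46 uM and a 30 min carbachol stimulation at 37C.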
PNC inhibitor: High Content Assay for Compounds that inhibit the Assembly of the Perinucleolar Compartment. AID 2417, 2010. 3.1% of 140,000 active. PC3M PTB-GFP, PNC prevalence imaging, 16 h; stronger effect = lower value. activity change (PNC), negative = inhibition, % at 10 µM;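 active means readout at or below -70, meaning at least 70% loss of cells showing the perinucleolar compartment, a nuclear body marking cancer cells; inconclusive means readout between -30 and a set limit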;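 further: plate controls were DMSO wells for no effect and camptothecin positive control wells for full effect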
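Read-out is percentage of cells bearing a perinucleolar compartment, from automated 20x imaging of fixed, Hoechst-stained PC3M PTB-GFP cells. Cells were seeded 4 h, then exposed 16 h to compound (23 nl of library stock) in duplicate plates.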
* hit, by the source's call; u = inconclusive; x = no result given; & = joins results of further samples; [ ] = remark or other dose. Unless noted, the call rests on the fitted dose curve; in most records, active means well fitted curve in the direction sought with a large enough effect; inconclusive means small, poorly fitted or top-dose-only effect, or another doubt; inactive means no such curve, though single readings can be large; an effect the other way counts as inactive or inconclusive. Unless noted, on the % scale 0 is the no-effect control and ±100 the full control effect. These rows are one share of the data; count on the stated rates, not on these rows.

SMILES | ALOX12 inhib | ALOX15B inhib | IMPase cell inh | PNC inhibitor
CN1CCN(CCC(=O)Nc2ccc(F)c(F)c2)CC1 | 4% | 0% | 4 | 7
COc1cccc(-c2nnc3sc(C4CCCCC4)nn23)c1 | 3% | 4% | -3 | 22
FC(F)(F)c1cc(-c2cccs2)nc(NCc2ccco2)n1 | -1% | 0% | 0 | -4
O=C(NCCN1CCN(c2ccccc2)CC1)C1CCCN(S(=O)(=O)c2cnc[nH]2)C1 (configuration not stated) | -6% | 8% | 5 | -3
O=C1c2ccccc2C(=O)N1Cc1nc2ccccc2c(=O)n1Cc1ccco1 | -3% | -14% | -4 | 18
Cc1cc(C(=O)OCC(=O)c2c(N)n(C)c(=O)n(C)c2=O)c(C)n1-c1ccccc1 | 7% | -4% | 11 | 13
Nc1ccccc1S(=O)(=O)c1ccccc1N | 1% | 0% | -1 | -1
c1ccc(-c2nc3ccccc3nc2-c2ccccn2)nc1 | 4% | 1% | 11 | -86*
O=C(NC1CCCC1)C(c1ccccn1)N(C(=O)c1csnn1)C1CCCC1 (configuration not stated) | -4% | x | -2 | -25
Cc1ccccc1NC(=O)Nc1ccccc1Br | -3% | -2% | -3 | u
COc1ccc(N2CCN(Cc3cc4c(cc3O)CCC4)CC2)cc1 | -12% | 18% | u | 8
Cc1ncc(CO)c2c1OC(C)(C)OC2 | 2% | -3% | -2 | 29

Reformatted: results already given.
compound	ALOX12 inhib	ALOX15B inhib	IMPase cell inh	PNC inhibitor
CN1CCN(CCC(=O)Nc2ccc(F)c(F)c2)CC1	4%	0%	4	7
COc1cccc(-c2nnc3sc(C4CCCCC4)nn23)c1	3%	4%	-3	22

Going on with the list.
SMILES | ALOX12 inhib | ALOX15B inhib | IMPase cell inh | PNC inhibitor
CCOC(=O)CSc1ncc(-c2ccc([N+](=O)[O-])cc2)[nH]1 | -5% | x | x | 3
c1ccc(Nc2ncnc3sc4c(c23)CCC4)cc1 | -2% | x | 1 | 12
C=CCn1c(SCC(=O)Nc2ccc3c(c2)OCO3)nnc1-c1cc(Br)ccc1O | -14% | u | 14 | 6
CC(C)NC(=O)C1CCCN(S(C)(=O)=O)C1 (configuration not stated) | 8% | 3% | 10 | 31
COc1ccc(-n2c(=O)c(CCc3ccccc3)nc3cnc(N(C)C)nc32)cc1 | 1% | -1% | x | x
CC(C)CCn1c(=S)[nH]c2ncccc2c1=O | -2% | 9% | -2 | 17
OC1CC(c2ccco2)NC2(CCCCC2)C1 (configuration not stated) | -10% | -7% | 1 | -13
N#Cc1ccc(NC(=O)COC(=O)C2=COCCO2)cc1 | -2% | -1% | 2 | u
COC(=O)c1c(NC(=O)CC2Sc3ccc(C(F)(F)F)cc3NC2=O)sc(C)c1C (configuration not stated) | 0% | x | x | 14
Cc1c(C(=O)NCc2cccnc2)oc2ccc(S(=O)(=O)N3CCCCCC3)cc12 | -2% | 34%[activator] | 6 | -5
CN1CCN(CC(=O)N(C)c2nc(-c3ccccc3)cs2)CC1 | -2% | 18% | -3 | -20
CC(C)CC(=O)OCC(=O)Nc1ccccc1Sc1ccccc1 | -1% | x | x | u
CSc1nnc(Cn2c(=O)sc3ccccc32)n1-c1cccc(Cl)c1 | -2% | 5% | 3 | u
O=C(CN1C(=O)NC2(CCCCCCC2)C1=O)NC1CCCc2ccccc21 (configuration not stated) | -1% | x | -4 | u
CC(C)(C)NC(=O)CSc1nnc(CN2CCCCCC2=O)n1-c1ccccn1 | -2% | -3% | -3 | -8
COc1ccc2nc(SCC(=O)Nc3ccc(S(=O)(=O)Nc4nccc(C)n4)cc3)[nH]c2c1 | -4% | 3% | 2 | 28
COc1cccc(CNCCc2c[nH]c3ccccc23)c1OCc1ccccc1F | 7% | 62%[activator] | u | 9
Cc1ccc(OCCn2cc(/C=C3\C(=O)NN(c4ccccc4)C3=O)c3ccccc32)cc1 | -1% | x | x | 57
N#Cc1ccsc1NC(=O)CN1CCN(S(=O)(=O)c2ccc3ccccc3c2)CC1 | 1% | x | x | 45
COc1cc(NC(=O)Cn2c(-c3cncs3)nc3ccccc32)cc(OC)c1OC | -27% | 11% | -18 | -1
Brc1c(OCCOCCn2cncn2)ccc2ccccc12 | 1% | 12% | -7 | 32
O=C(O)CCn1cc(/C=C2/NC(=S)N(c3ccccc3)C2=O)c(-c2ccccc2)n1 | -5% | x | x | 24
COc1cc(/C=N\n2nnnc2N)ccc1OCc1ccc(F)cc1 | -7% | -7% | -1 | 25
O=C(Nc1ccccc1)Nc1nnc(Cc2ccc([N+](=O)[O-])cc2)s1 | 2% | x | x | 106

Some of the entries so far, with values under each structure.
Each structure is followed by: ALOX12 inhib	ALOX15B inhib	IMPase cell inh	PNC inhibitor
CC(C)(C)NC(=O)CSc1nnc(CN2CCCCCC2=O)n1-c1ccccn1
→ -2%	-3%	-3	-8
COc1ccc2nc(SCC(=O)Nc3ccc(S(=O)(=O)Nc4nccc(C)n4)cc3)[nH]c2c1
→ -4%	3%	2	28

Additional structures
SMILES | ALOX12 inhib | ALOX15B inhib | IMPase cell inh | PNC inhibitor
Cc1cc(C)cc(OCC(=O)Nc2cccc(C(=O)O)c2)c1 | -5% | -7% | -8 | 14
Cc1ccc(NC(=S)NN2CCN(C)CC2)c(C)c1 | -2% | x | x | u
Cc1ccc(OCC(=O)N(Cc2ccc(N(C)C)cc2)C2CCS(=O)(=O)C2)cc1 (configuration not stated) | -7% | -18% | -9 | -14
N=C(N)c1ccc(N=Nc2c(O)ccc3c2[nH]c2ccccc23)cc1 | -1%[11.4 µM] | 5%[11.4 µM] | x | x
Cc1ccc(C)c(-n2c(SCC(=O)Nc3nonc3C)nnc2-c2ccoc2C)c1 | -6% | 1% | -2 | 8
COc1ccccc1N(CN1CCCC1=O)C(=O)c1ccccc1F | -7% | -4% | 5 | 16
COCc1cc(/C=N\NC(=O)COc2ccccc2)ccc1OC | 3% | x | x | -8
Cc1cc(=O)oc2cc3c(cc12)OCCN3 | -11% | -21% | u | -30
Cc1ccc(CN2CN(S(=O)(=O)c3cccs3)c3nc4ccccc4nc32)cc1 | -5% | -10% | 6 | 25
COc1cccc(-c2nc(N3CCC(C)CC3)c3ccccc3n2)c1O | -4% | 11% | 1 | -4
COn1c(=O)c(-c2ccc(Cl)cc2)[n+]([O-])c2ccccc21 | -5% | 1% | -16 | u
NS(=O)(=O)c1ccc(N=Nc2ccc[nH]c2=O)cc1 | 0%[11.4 µM] | -19%[11.4 µM] | x | x
Oc1ccccc1/C=N/Nc1cc(N2CCCC2)nc(N2CCCC2)n1 | -5% | x | x | -8
CCOC(=O)c1c(/N=C/c2ccc(C)cc2O)sc2c1CCC2 | -5% | x | -5 | -7
O=C(c1ccccc1)N1CCN(CC2CC=CCC2)CC1 (configuration not stated) | -10% | -12% | u | -10
CCn1c(C)nc2cc(C(=O)NNC(=S)Nc3ccccc3Cl)ccc21 | 1% | x | 1 | -7
CSC1=NSC2=NC(=O)/C(=C/c3coc4ccccc4c3=O)C(=N)N12 | -12% | x | x | 6
CCCc1cc(=O)[nH]c(SCC(=O)NC2CCCCC2)n1 | -8% | 0% | -8 | u
COC(=O)/C(=C\Nc1ccc(Cl)cc1Cl)NC(=O)c1ccc(Cl)cc1Cl | -6% | -25% | 12 | 0
O=C(Nc1nccs1)C1CCN(S(=O)(=O)c2cccnc2)CC1 | -3% | -1% | -3 | u
O=C(c1cc2ccccc2cc1OCC(O)CN1CCCCC1)N1CCCCC1 (configuration not stated) | 3% | 28% | 9 | 41
COc1ccc(-c2ccc(=N)n(CCCC(=O)O)n2)cc1 | -2% | 14% | 1 | x
O=C(O)CCCN=C1NC2(CCCC2)Cc2ccccc21 | -2% | x | 8 | -21
O=C(O)C1CC2(C1)CC(C(=O)O)C2 (configuration not stated) | -1%[11.4 µM] | -8%[11.4 µM] | x | x
Cc1ccccc1OCC(=O)NCC(=O)N/N=C/C=C/c1ccccc1 | 0% | -5% | 4 | 13
O=C1c2cccc3c([N+](=O)[O-])ccc(c23)C(=O)N1c1ccc(Cl)cn1 | -5% | -15% | -1 | 18
O=C(CSc1ncc(C(F)(F)F)cc1Cl)N1CCN(S(=O)(=O)c2ccc(Cl)cc2)CC1 | 10% | 3% | 0 | u
S=c1[nH]nc(-c2cnccn2)n1-c1ccccc1 | -2% | -6% | 6 | -20
CC(=O)c1cc(-c2ccc(F)cc2)n(CCC(=O)Nc2cc(C)[nH]n2)c1C | 3% | x | -4 | -19
N#C/C(=C\c1ccccc1)c1nc2ncccc2[nH]1 | -6% | -5% | 5 | -16
CC(C)(C)c1ccc(S(=O)(=O)N2CCCCC2)cc1 | -4% | x | x | -18
C/C(=N/NC(=O)CSCc1ccc(Cl)cc1)c1cccc(NC(=O)c2ccccc2)c1 | -7% | -1% | 1 | -18
CCC(=O)N(Cc1cc2cc(OC)ccc2[nH]c1=O)c1cc(C)ccc1C | -2% | 5% | 9 | 34
CCOc1cc(CNCCO)cc(Br)c1OCc1ccccc1Cl | 6% | 3% | 8 | u
Cc1c(NC(=O)CSc2n[nH]c(-c3ccccc3)n2)c(=O)n(-c2ccccc2)n1C | -5% | 0% | -2 | -8
COCC(C)n1c(SCC(=O)NC(=O)Nc2ccc3c(c2)OCCO3)nc2ccccc2c1=O (configuration not stated) | -1% | -22% | -2 | u

Already shown: an excerpt of the list.
SMILES | ALOX12 inhib | ALOX15B inhib | IMPase cell inh | PNC inhibitor
COC(=O)/C(=C\Nc1ccc(Cl)cc1Cl)NC(=O)c1ccc(Cl)cc1Cl | -6% | -25% | 12 | 0
O=C(Nc1nccs1)C1CCN(S(=O)(=O)c2cccnc2)CC1 | -3% | -1% | -3 | u
O=C(c1cc2ccccc2cc1OCC(O)CN1CCCCC1)N1CCCCC1 (configuration not stated) | 3% | 28% | 9 | 41
COc1ccc(-c2ccc(=N)n(CCCC(=O)O)n2)cc1 | -2% | 14% | 1 | x

Next part
SMILES | ALOX12 inhib | ALOX15B inhib | IMPase cell inh | PNC inhibitor
Cc1cc(C)cc(NC(=O)c2cc(Cl)sc2Cl)c1 | -3% | x | 1 | 19
CCOC(=O)c1c(NC(=O)CNCCOC)sc2c1CCCC2 | -3% | x | u | 256
CC(CN1c2ccccc2Sc2ccccc21)N(C)C (configuration not stated) | -16%&-5% | u | x | 22
Cc1occc1C(=O)Nc1ccc(S(=O)(=O)N2CCCC2)cc1 | 0% | 4% | 3 | -3
O=C1N/C(=C\c2ccccc2)c2ccccc21 | 1% | 8% | 8 | 31
COc1ccc(C(=O)N2CCC(C(=O)NCc3ccccn3)CC2)cc1 | -1% | 10% | -5 | 19

Some entries already given, limited to PNC inhibitor and ALOX15B inhib:
| SMILES | PNC inhibitor | ALOX15B inhib |
| --- | --- | --- |
| Cc1cc(C)cc(NC(=O)c2cc(Cl)sc2Cl)c1 | 19 | x |
| CCOC(=O)c1c(NC(=O)CNCCOC)sc2c1CCCC2 | 256 | x |
| CC(CN1c2ccccc2Sc2ccccc21)N(C)C (configuration not stated) | 22 | u |
| Cc1occc1C(=O)Nc1ccc(S(=O)(=O)N2CCCC2)cc1 | -3 | 4% |
| O=C1N/C(=C\c2ccccc2)c2ccccc21 | 31 | 8% |

Source: PubChem BioAssay (National Center for Advancing Translational Sciences (NCATS))
